TrxR1 substrate = rat thioredoxin reductase 1 substrate activity; O89049; purified TrxR1 substrate turnover, NADPH consumption readout; Potency, µM (highest dose often 114 µM), for the others: at the highest dose activity change, negative = substrate turnover; actives 0.01% (n = 390,000); also: potency is read from the fitted curve at half-maximal effect; % is scaled to controls: 0 for no effect and ±100 for the full control effect; nearly all actives have a fitted effect of over 50% in size
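Rat TrxR1, dispensed at 90 nM, was prereduced with 400 uM NADPH (final) for 5 min at ~22 deg C, then incubated with compound 15 min before 400 uM selenite. A first-read NADPH fluorescence drop versus no-compound background flagged substrates.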
HP1b binding inh = blocks HP1-beta chromodomain binding to methylated histone tails | P83916 | Potency, µM (titrated, usually from 114 µM), for inactives: at the top dose activity change, negative = inhibition, hits mostly inhibitors | actives 0.56% (n = 390,000) | AlphaScreen HP1-beta / biotin-H3K9me3 peptide binding; also: potency is read from the fitted curve at half-maximal effect; nearly all actives have a fitted effect of over 70% in size; inactives centre near 23
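Compound inhibition of the preformed complex between 50 nM HP1-beta and 50 nM biotinylated H3K9me3 peptide was read by AlphaScreen. Buffer was PBS pH 7.4 with 0.01% Tween-20. Incubations ran 30 min at room temperature, with 10 ug/mL donor/acceptor beads.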
Pin1 inh = inhibitors of human Pin1 | Q13526 | Pin1 FP peptide displacement, HiFluor488, 10 min | Potency, µM (top dose mostly 115 µM), without a hit: at the highest dose activity, negative = inhibition, hits mostly inhibitors | actives 0.009% (n = 390,000) | AID 504891; active = well fitted inhibition curve with a large enough effect in the polarisation, with a control signal flat, not every such curve was filed as active; inconclusive = small, poorly fitted or top-dose-only effect, or effect the other way, or a change in a side signal; inactive = no such curve, though single readings can be large or run the other way; the % refers to the polarisation; also: potency is read from the fitted curve at half-maximal effect; % is scaled to controls: 0 for no effect and ±100 for the full control effect
PI4K2A inh = inhibitors of human PI4K2A | purified PI4K2A, ADP-Glo luminescence, 1 h; stronger effect = lower value | activity change, negative = inhibition, % at 76.9 µM | actives 0.13% (n = 420,000) | AID 1346378; in the data active = activity change below about -50%; inconclusive = mostly about -30% to -49%;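 also: -100% = wells without enzyme as full effect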
Target sequence (Q9BTU6 whole entry, looked up): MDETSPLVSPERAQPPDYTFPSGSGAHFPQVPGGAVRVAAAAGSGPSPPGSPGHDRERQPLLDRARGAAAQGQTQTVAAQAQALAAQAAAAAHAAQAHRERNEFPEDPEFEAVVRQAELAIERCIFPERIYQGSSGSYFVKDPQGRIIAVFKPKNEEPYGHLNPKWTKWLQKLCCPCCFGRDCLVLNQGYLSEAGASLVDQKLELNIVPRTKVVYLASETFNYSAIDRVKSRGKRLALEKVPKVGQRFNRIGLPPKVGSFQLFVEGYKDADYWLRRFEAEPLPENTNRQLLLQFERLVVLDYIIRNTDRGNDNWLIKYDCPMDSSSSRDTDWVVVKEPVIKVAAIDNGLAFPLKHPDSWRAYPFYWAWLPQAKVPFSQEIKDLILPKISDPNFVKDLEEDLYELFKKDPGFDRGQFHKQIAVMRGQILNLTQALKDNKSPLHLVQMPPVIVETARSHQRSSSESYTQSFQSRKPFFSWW
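In this quantitative HTS, ADP production by PI4K2A was quantified luminescently after 1 h at ambient temperature; 100 microM adenosine served as plate-quality control.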
rTrxR1 inhibitor = rat TrxR1 inhibition; O89049; recombinant rTrxR1, NADPH fluorescence consumption, selenite substrate; Potency, µM (top dose mostly 114 µM), without a hit: top-dose activity change, negative = inhibition, most hits filed as inhibitors; actives 1% (n = 390,000); AID 588453; also: potency is read from the fitted curve at half-maximal effect; % is scaled to controls: 0 for no effect and ±100 for the full control effect; nearly all actives have a fitted effect of over 65% in size
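Rat TrxR1 (90 nM in the dispensed reagent) was pre-reduced with 400 uM NADPH for 5 min at room temperature, then incubated with compound for 15 min. After 400 uM selenite was added, NADPH fluorescence (Ex 340/Em 450 nm) was followed for 8 min.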
GLS inhibitor = glutaminase GLS (human) inhibition | GLS enzymatic activity, qHTS titration | Potency, µM (titrated, usually from 45.5 µM), without a hit: at the highest dose activity change, negative = inhibition, hits mostly inhibitors | actives 0.21% (n = 410,000) | AID 624170; also: potency is read from the fitted curve at half-maximal effect; % is scaled to controls: 0 for no effect and ±100 for the full control effect
Target sequence (O94925 whole entry, looked up): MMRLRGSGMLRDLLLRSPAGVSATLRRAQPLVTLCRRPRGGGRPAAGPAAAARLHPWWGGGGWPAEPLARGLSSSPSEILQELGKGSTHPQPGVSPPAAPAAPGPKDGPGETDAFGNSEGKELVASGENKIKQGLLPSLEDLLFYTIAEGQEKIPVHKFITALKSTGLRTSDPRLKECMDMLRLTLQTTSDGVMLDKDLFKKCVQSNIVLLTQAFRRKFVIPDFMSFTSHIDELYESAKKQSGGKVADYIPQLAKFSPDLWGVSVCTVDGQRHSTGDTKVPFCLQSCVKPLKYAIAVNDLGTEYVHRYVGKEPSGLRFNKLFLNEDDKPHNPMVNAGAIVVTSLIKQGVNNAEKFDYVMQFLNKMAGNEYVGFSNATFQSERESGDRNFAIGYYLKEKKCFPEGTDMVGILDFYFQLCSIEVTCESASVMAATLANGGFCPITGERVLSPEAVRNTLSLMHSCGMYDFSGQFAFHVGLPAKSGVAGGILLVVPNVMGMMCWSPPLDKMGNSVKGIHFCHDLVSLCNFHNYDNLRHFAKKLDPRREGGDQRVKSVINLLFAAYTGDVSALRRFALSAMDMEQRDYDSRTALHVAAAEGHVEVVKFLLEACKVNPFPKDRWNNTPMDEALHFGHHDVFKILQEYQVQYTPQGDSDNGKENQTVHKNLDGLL
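Two-point fluorescence kinetic (t0, 30 min RT) for hKGA; glutamate detected via glutamate oxidase–HRP–Amplex Red. Substrate: 1 mM L-glutamine solution; buffer 45 mM KH2PO4, pH 8.2.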
* marks the source's active call; other numbers are inactive results; i = inactive; ? = inconclusive; / = no result given; & = joins results of further samples; [ ] = another dose, or the depositor's remark. Unless noted, calls follow the shape of the dose curve; as a rule, active = well fitted curve in the direction sought with a large enough effect; inconclusive = small, poorly fitted or top-dose-only effect, or another doubt; inactive = no such curve, though single readings can be large; an effect the other way counts as inactive or inconclusive. An excerpt; count on the stated rates, not on these rows.

SMILES	TrxR1 substrate	HP1b binding inh	Pin1 inh	PI4K2A inh	rTrxR1 inhibitor	GLS inhibitor
CNC(=O)C[C@H]1CC[C@@H]2NC[C@H](O)COC[C@H]2O1	/	/	/	-1.9	/	/
CC#C[C@]1(O)CC[C@H]2[C@@H]3C[C@H](C)C4=CC(=O)CC[C@]4(C)[C@H]3CC[C@@]21C	/	/	/	-5.5	/	/
CC(C)(C)Cc1nnc(NC(=O)COc2ccc(Cl)cc2Cl)o1	/	/	/	3.0	/	/
COc1cc(N)c(Cl)cc1C(=O)NC1CN2CCC1CC2 (stereo not drawn)	/	/	/	2.1	/	/
COc1cc(O)c2c(c1)/C=C/C[C@H](O)[C@H](O)[C@@H](O)/C=C/C[C@H](C)OC2=O	/	/	/	-4.0	/	/
CC[N+]1(CC)CCC(OC(=O)C(O)(c2ccccc2)c2ccccc2)C1 (stereo not drawn)	/	/	/	2.1	/	/
O=C(CN1C(=O)[C@@H](Cc2ccccc2)N=C(c2ccccc2)c2ccccc21)NC1CCCCC1	/	/	/	-1.9	/	/
Cn1cc(C2=C(c3cn(C4CCN(Cc5ccccn5)CC4)c4ccccc34)C(=O)NC2=O)c2ccccc21	/	/	/	2.8	/	/
CCOC(=O)CC[C@@H]1CC[C@]2(CCCN(Cc3ccncc3)C2)O1	/	/	/	0.1	/	/
CC(C(O)c1ccccc1)N(C)C/C=C/c1ccccc1 (stereo not drawn)	/	/	/	3.4	/	/
CC[C@H](C(N)=O)N1CCCC1=O	/	/	/	7.9	/	/
CC(C)(C)NC(=O)CN1C(=O)[C@@H](Cc2c[nH]c3ccccc23)N=C(c2ccccc2)c2ccccc21	/	/	/	-1.9	/	/
O=P(/C=C1\OCc2ccccc21)(Oc1ccccc1)Oc1ccccc1	/	/	/	-3.8	/	/
COc1cccc2c1C(=O)c1c(O)c3c(c(O)c1C2=O)C[C@@](O)(C(=O)CO)CC3OC1CC(N2CCOC(OC)C2)C(O)C(C)O1 (stereo partly drawn)	/	/	/	-11.2	/	/
O=C1CN2CCOC2(c2ccccc2Cl)c2cc(Cl)ccc2N1 (stereo not drawn)	/	/	/	-1.7	/	/
O=C(CN1C(=O)[C@@H](Cc2ccc(O)cc2)N=C(c2ccccc2)c2ccccc21)NC1CCCCC1	/	/	/	-1.2	/	/
ClCCCN1CCN(c2cccc(Cl)c2)CC1	/	/	/	-3.7	/	/
CC(NC(=O)OC1CC2CCC1(C)C2(C)C)P(=O)(Oc1ccccc1)Oc1ccccc1 (stereo not drawn)	/	/	/	-2.3	/	/
C[N+]1=C(N)NC2=C3CCCCC3ONC2C1 (stereo not drawn)	/	/	/	-6.3	/	/
CCOC(=O)CCCc1cc[c]([Sb](=[O])([OH])[OH])cc1	-6.2%	1.26µM*	/	/	1.12µM*	/
Cn1cc(P(=S)(c2ccccc2)c2ccccc2)c2ccccc21	/	/	-1.7%	-4.1	/	/
CC1=C(C)CN2CC(C#N)=C(N)C2C1 (stereo not drawn)	/	/	/	-27.7	/	?
Cc1ccc(Cl)c(O)c1	/	/	/	1.7	/	9.1%
O=c1[nH]c2ccccc2n1C1CCN(C(c2cccs2)c2nnnn2-c2ccc3c(c2)OCCO3)CC1 (stereo not drawn)	/	/	/	2.7	/	17.7%
COC(=O)[C@@H]1N=C(c2ccc(OC)cc2)O[C@]12C(=O)N(C)c1cccc(Cl)c12	/	/	/	1.0	/	-6.6%

Additional structures.
SMILES	TrxR1 substrate	HP1b binding inh	Pin1 inh	PI4K2A inh	rTrxR1 inhibitor	GLS inhibitor
O=c1[nH]c2ccccc2n1C1CCN(C(c2nnnn2C2CCCCC2)C2CC2)CC1 (stereo not drawn)	/	/	/	-1.1	/	11.3%
CCN(CC)CCc1c[nH]c2ccccc12	/	/	/	i	/	60.1%[activator][147 µM]
CC1(C)C(C=C(Cl)Cl)C1C(=O)OC(C#N)c1cccc(Oc2ccccc2)c1 (stereo not drawn)	/	/	/	-2.2	/	-5.7%
CCN(CCO)CCn1c(Cc2ccccc2)nc2c1c(=O)n(C)c(=O)n2C	/	/	/	3.7	/	18.7%
N#Cc1nn(-c2c(Cl)cc(C(F)(F)F)cc2Cl)c(N)c1S(=O)C(F)(F)F (stereo not drawn)	/	/	/	-0.1	/	-2.3%
CN(Cc1cccc(-c2ccncc2)c1)C(=O)Oc1ccc([N+](=O)[O-])cc1	/	/	/	-1.2	/	8.2%
CCC(=O)Nc1ccc(O)cc1	/	/	/	-1.4	/	49.3%[activator]
CN(Cc1cccc(-c2cccnc2)c1)C(=O)Oc1ccc([N+](=O)[O-])cc1	/	/	/	-3.1	/	1.3%
CCOC(=O)CNC(=O)N1Cc2cc(-c3ccc(OC)cc3)ccc2-n2nncc2C1	/	/	/	-2.5	/	0.2%
CCN[C@@H](C)Cc1ccccc1	/	/	/	i	/	-10.6%[99.4 µM]
CCOC(=O)c1cc2ccccc2n1C1CCN(Cc2ccccc2)CC1	/	/	/	-4.6	/	7.8%
COc1cccc(C(c2nnnn2Cc2ccccc2)N2CCC3(CC2)C(=O)NCN3c2ccccc2)c1OC (stereo not drawn)	/	/	/	-4.3	/	13.3%
CCOC(=O)[C@]12Cc3ccccc3[C@H]1N(Cc1ccccc1)C(=O)c1cc(OC)ccc12	/	/	/	-1.2	/	11.5%
CCOC(=O)[C@]12Cc3cc(OC)ccc3[C@H]1N(C1CCCCC1)C(=O)c1cc(OC)ccc12	/	/	/	4.3	/	82.4%[activator]
Clc1cccc(SC2CCNCC2)n1	/	/	/	3.1	/	1.7%
Cc1ccc(S(=O)(=O)N2Cc3cc(N4CCOCC4)ccc3-n3nncc3C2)cc1	/	/	/	-0.9	/	3.6%
CCOC(=O)[C@]12Cc3cc(C)ccc3[C@H]1N(CCC(=O)OC)C(=O)c1cc(OC)ccc12	/	/	/	24.3	/	?
O=C1NCN(c2ccccc2)C12CCN(C(CCc1ccccc1)c1nnnn1Cc1ccccc1)CC2 (stereo not drawn)	/	/	/	2.0	/	-9.3%
COc1ccc(-n2nnnc2C(c2cc3ccccc3o2)N2CCC(n3c(=O)[nH]c4ccccc43)CC2)cc1 (stereo not drawn)	/	/	/	-1.5	/	-1.5%
COc1ccc2[nH]cc(CCN(C(C)C)C(C)C)c2c1	/	/	/	i	/	41.8%[activator][99.4 µM]
CCCCn1nnnc1C(C1CC1)N1CCC(n2c(=O)[nH]c3ccccc32)CC1 (stereo not drawn)	/	/	/	-2.6	/	6.7%
O=C(NC1CCCCC1)N1Cc2cc(-c3cccc(F)c3)ccc2-n2nncc2C1	/	/	/	-6.6	/	8.3%
COC(=O)[C@@H]1N=C(c2ccc(OC)cc2)O[C@]12C(=O)N(C)c1ccc(Cl)cc12	/	/	/	0.3	/	1.7%
Cc1ccc(-n2c(=O)[nH]c3ccccc3c2=O)cc1[N+](=O)[O-]	/	/	/	3.1	/	6.4%
S=C(NCCc1ccccc1)N1Cc2cc(Br)ccc2-n2nncc2C1	/	/	/	-1.9	/	14.6%

The list goes on.
SMILES	TrxR1 substrate	HP1b binding inh	Pin1 inh	PI4K2A inh	rTrxR1 inhibitor	GLS inhibitor
O=C(O)COc1nc(Cl)c(Cl)cc1Cl	/	/	/	i	/	-1.6%[99.4 µM]
CC(C)(C)n1nnnc1C(C1CC1)N1CCC2(CC1)C(=O)NCN2c1ccccc1 (stereo not drawn)	/	/	/	-5.0	/	14.4%
C[C@]12C/C(=C/O)C(=O)C[C@@H]1CC[C@@H]1[C@@H]2CC[C@@]2(C)[C@H]1CC[C@]2(C)O	/	/	/	-0.2	/	-7.0%
CCN(C(C)=O)c1cccc(-c2ccnc3c(C#N)cnn23)c1	/	/	/	-0.3	/	-17.3%
CCCCn1nnnc1C(c1ccnc2ccccc12)N1CCC2(CC1)C(=O)NCN2c1ccccc1 (stereo not drawn)	/	/	/	-4.5	/	-3.0%
O=c1[nH]c2ccccc2n1C1CCN(C(CCc2ccccc2)c2nnnn2Cc2ccccc2)CC1 (stereo not drawn)	/	/	/	4.2	/	6.5%
Nc1nc(N)nc(NC2CC2)n1	/	/	/	-1.8	/	1.7%
CCC(c1nnnn1Cc1ccccc1)N1CCC2(CC1)C(=O)NCN2c1ccccc1 (stereo not drawn)	/	/	/	1.0	/	17.6%
CN1CCCCC1Cc1ccccc1 (stereo not drawn)	/	/	/	4.9	/	0.7%
COc1ccc(C(c2nnnn2Cc2ccccc2)N2CCC3(CC2)C(=O)NCN3c2ccccc2)cc1 (stereo not drawn)	/	/	/	-4.9	/	4.1%
C#CCCC[C@@H]1OC(=O)CNC(=O)C([C@@H](C)CC)NC(=O)[C@@H]2CCCN2C(=O)C([C@@H](C)CC)OC(=O)[C@H](Cc2ccccc2)N(C)C(=O)[C@H](C(C)C)NC(=O)C1(C)C (stereo partly drawn)	/	/	/	1.7	/	1.4%
Nc1ccc(Cl)cc1	/	/	/	i	/	15.6%[99.4 µM]
C[N+](C)(C)CC(=O)[O-]	/	/	/	3.5	/	-0.5%
CCOC(=O)[C@]12Cc3cc(OC)ccc3[C@H]1N(C)C(=O)c1cc(OC)ccc12	/	/	/	12.5	/	?
COc1cc2c3cc1Oc1cc(ccc1O)C[C@@H]1c4c(cc(OC)c(O)c4Oc4ccc(cc4)C[C@@H]3N(C)CC2)CC[N+]1(C)C	/	/	/	-5.0&0.5	/	27.3%
CC[C@H]1C[C@H]2[C@@H]3CCC4=CC(=O)CC[C@@H]4[C@H]3CC[C@]2(C)[C@H]1O	/	/	/	3.3	/	-5.8%
COc1cccc(C(c2nnnn2-c2ccc3c(c2)OCCO3)N2CCC(n3c(=O)[nH]c4ccccc43)CC2)c1OC (stereo not drawn)	/	/	/	-5.6	/	9.6%
O=S(=O)(c1ccccc1)C1CN1c1c(F)c(F)c(F)c(F)c1F (stereo not drawn)	/	/	/	8.4	/	-13.7%
CCOC(=O)[C@]12Cc3cc(C)ccc3[C@H]1N(C)C(=O)c1ccccc12	/	/	/	1.6	/	2.9%
CCOC(=O)CNC(=O)N1Cc2cc(N3CCCCC3)ccc2-n2nncc2C1	/	/	/	-1.6	/	33.1%[activator]
O=C(N[C@@H]1N=C(c2ccccc2F)c2cccc3c2N(CC3)C1=O)c1cc2ccccc2[nH]1	/	/	/	0.9	/	-1.6%
FC(F)(F)c1cccc(C2=CCN(CCc3ccc4ccccc4c3)CC2)c1	/	/	/	-1.2	/	4.8%
CCCCNc1ccc(C(=O)OCCN(CC)CC)cc1	/	/	/	-9.1	/	30.1%[activator]
Nc1ccc(N)cc1	/	/	/	-21.1	/	-24.8%
CSCCC(c1nnnn1Cc1ccccc1)N1CCC(n2c(=O)[nH]c3ccccc32)CC1 (stereo not drawn)	/	/	/	9.0	/	0.5%
O=C(NC(O)C(Cl)(Cl)Cl)NC(O)C(Cl)(Cl)Cl (stereo not drawn)	/	/	/	0.9	/	5.4%

Arranged by formula weight (ascending): 3 of the compounds above.
SMILES	TrxR1 substrate	HP1b binding inh	Pin1 inh	PI4K2A inh	rTrxR1 inhibitor	GLS inhibitor
CCC(=O)Nc1ccc(O)cc1	/	/	/	-1.4	/	49.3%[activator]
CCOC(=O)[C@]12Cc3cc(OC)ccc3[C@H]1N(C)C(=O)c1cc(OC)ccc12	/	/	/	12.5	/	?
Cc1ccc(S(=O)(=O)N2Cc3cc(N4CCOCC4)ccc3-n3nncc3C2)cc1	/	/	/	-0.9	/	3.6%
